CHOP inh – blocks CHOP induction under ER stress. inhibition, % at 10 µM. 220,000 tested, 3.8% active. AID 2732. CHO-K1 CHOP-promoter luciferase, tunicamycin-induced, 15-18 h;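 active = compounds that reduced the stress-induced luciferase reporter signal by more than about 70% of percent inhibition, limit read from the data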;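 note: 0% = tunicamycin plus vehicle and 100% = wells without tunicamycin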
zVAD death inh – blocks zVAD induced death of L929 cells; L929 zVAD necroptosis rescue, ATP luminescence, 24 h; with zVAD 60 µM; viability rescue, % at 10 µM; 220,000 tested, 0.38% active; AID 1377;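 active = activation, scaled between plate controls, above about 75%, limit read from the data; inactive = activation under that limit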;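 note: 0% = zVAD with DMSO and 100% = DMSO alone without zVAD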
EP2 antag – EP2 receptor (human) inhibition; C6 glioma cells expressing human EP2, cAMP TR-FRET; cells stimulated with saturating PGE2; 260,000 tested, 0.52% active; inhibition, % at 25 µM; P43116;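 active = percent inhibition above 40 after rounding to a whole number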;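 note: rat C6 glioma host cells with rolipram phosphodiesterase inhibitor present; the protocol text gives 20 µM as final concentration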
Target sequence (P43116 whole entry, looked up): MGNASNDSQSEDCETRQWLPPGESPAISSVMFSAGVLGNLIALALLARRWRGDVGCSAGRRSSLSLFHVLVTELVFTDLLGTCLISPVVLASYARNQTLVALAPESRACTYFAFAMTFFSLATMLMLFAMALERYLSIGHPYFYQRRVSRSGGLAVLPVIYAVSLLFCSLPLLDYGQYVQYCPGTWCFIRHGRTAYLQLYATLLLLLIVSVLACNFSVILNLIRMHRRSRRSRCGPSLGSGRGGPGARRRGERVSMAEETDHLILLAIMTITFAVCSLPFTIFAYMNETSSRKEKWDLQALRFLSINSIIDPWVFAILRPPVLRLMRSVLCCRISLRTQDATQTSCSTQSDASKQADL
Tb hexokinase – T. brucei hexokinase 1 inhibition; recombinant TbHK1, G6PDH-coupled NADH A340; inhibition, % at 10 µM; 220,000 tested, 0.11% active; AID 1430;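 active = inhibition of 50% or more in the single-dose primary screen; inactive = inhibition below 50%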
Wee1 degr inh – human Wee1 degradation inhibition, primary screen; P30291; HeLa Luc-Wee1K328M stability, luciferase luminescence; 100% = proteasome inhibitor MG132 effect; reporter increase, % at 5 µM; 220,000 tested, 1.2% active; AID 1321;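 active = activation above the mean of all tested compounds plus 3 SD, set per screening run, cut at about 8.8% in these data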;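 note: cells exposed to compound for 20 h before luminescence read; 0% = DMSO alone and 100% = MG132 at 30 µM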
FXIIa inh – inhibitors of human coagulation factor XIIa | P00748 | purified FXIIa, Boc-QGR-AMC fluorogenic substrate, 2 h | inhibition, % at 5 µM | 220,000 tested, 0.3% active | AID 800; in the data active = inhibition above about 40%;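 note: 0% = enzyme with no compound and 100% = blank without enzyme; many of its hits are not listed in these tables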
Target sequence (P00748 20-372 limits assumed): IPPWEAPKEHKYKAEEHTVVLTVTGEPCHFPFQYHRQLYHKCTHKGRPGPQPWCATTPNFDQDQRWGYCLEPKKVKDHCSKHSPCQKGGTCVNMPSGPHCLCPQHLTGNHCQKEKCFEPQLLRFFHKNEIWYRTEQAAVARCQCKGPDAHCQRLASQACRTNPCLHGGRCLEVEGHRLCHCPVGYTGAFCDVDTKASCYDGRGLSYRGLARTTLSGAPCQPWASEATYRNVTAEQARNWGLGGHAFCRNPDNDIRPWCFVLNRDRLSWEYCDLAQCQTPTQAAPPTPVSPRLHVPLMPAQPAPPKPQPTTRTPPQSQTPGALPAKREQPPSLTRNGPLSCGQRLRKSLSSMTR
Target sequence (P00748 373-615 limits assumed): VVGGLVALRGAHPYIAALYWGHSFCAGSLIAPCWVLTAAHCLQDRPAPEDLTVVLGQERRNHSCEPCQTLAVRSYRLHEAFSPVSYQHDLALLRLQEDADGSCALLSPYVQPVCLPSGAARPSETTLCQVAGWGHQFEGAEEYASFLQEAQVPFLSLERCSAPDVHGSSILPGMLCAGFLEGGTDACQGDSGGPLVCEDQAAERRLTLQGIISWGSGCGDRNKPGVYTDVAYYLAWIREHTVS
FXIa inh – inhibitors of human coagulation factor XIa; P03951; purified FXIa, Boc-Glu-Ala-Arg-AMC fluorogenic substrate; inhibition, % at 5 µM; 220,000 tested, 0.14% active;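 active = inhibition of at least 40%; inactive = inhibition below 40%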;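 note: fluorescence of freed AMC excited at 355 nm; 0% = enzyme without compound and 100% = no enzyme blank; many of its hits are not listed in these tables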
PPC-1+TRAIL kill – PPC-1 cancer cell killing with TRAIL present; PPC-1 cells + TRAIL, ATPLite viability luminescence; AID 1443; 220,000 tested, 0.41% active; cell killing (% activity), % at 4 µM;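 active = cell killing above 50% in the first pass at 4 µM, then a duplicate retest at 5 µM averaging 50% or more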;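 note: plate controls were cells with TRAIL plus DMSO for no effect and medium-only wells lacking cells for full effect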
TNF necrop inh – TNF-alpha cell death inhibition in Jurkat FADD-/- cells. AID 463075. Jurkat FADD-/- TNF necroptosis rescue, ATP luminescence, 24 h; 0 = TNF only, 100 = no-TNF cells. 220,000 tested, 0.068% active. activation (protection from cell death), % at 10 µM;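 active = activation, meaning protection from cell death, of at least 50% relative to plate controls; inactive = activation below 50%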;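 note: necroptosis triggered by 40 ng/mL TNF-alpha added together with compound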
Starred values were filed as active, the others as inactive; . = no result given; & = joins results of further samples. Only part of the results is shown; rates above refer to the full screens.

Compound	zVAD death inh	FXIa inh	TNF necrop inh	FXIIa inh	Tb hexokinase	EP2 antag	CHOP inh	PPC-1+TRAIL kill	Wee1 degr inh
C/C(=N\NC(=O)CN(c1ccccc1Br)S(C)(=O)=O)c1cccs1	1.8	6	0.0	12	-6	9	-4	24	0
O=C(c1ccco1)N1CCN(S(=O)(=O)c2ccc(F)cc2)CC1	-1.1	0	0.3	-1	0	12	40	-2	-3
CCOc1ccc(S(=O)(=O)N2CCCC2)cc1	1.2	-13	0.4	7	-4	4	-37	20	0
Cc1cccc(C)c1NC(=O)CSc1nnc(-c2ccoc2C)n1C	-0.1	-15	0.8	-11	67*	12	-17	23	-1
Cc1ccccc1C(=O)Nc1ccc(N2CCN(C)CC2)nc1	2.1	-7	2.2	9	-1	6	27	8	-3
CC(=O)N1CCc2ccc(C(=O)CN3CCN(c4cccc(C)c4C)CC3)cc21	2.7	2	-1.3	14	-2	10	19	16	-2
Cc1nc(SCC(=O)NCc2cccs2)nc(C)c1C	2.5	-3	0.3	6	1	7	1	28	2
N#Cc1c(-c2ccc(F)cc2)cc(-c2ccccc2)nc1SCC(=O)NCC(=O)O	1.1	7	0.7	1	-7	0	4	-6	-2
Cc1ccc(S(=O)(=O)N(C)C)cc1NC(=O)COC(=O)CCC(=O)c1cccs1	0.4	0	-0.2	10	-11	6	19	7	3
FC(F)(F)c1ccc(-c2n[nH]c(=S)o2)nc1	0.7	3	0.9	9	-35	25	41	-4	1
O=C(N/C=C\n1cnc2cc(C(F)(F)F)ccc21)c1ccc([N+](=O)[O-])cc1	0.2	13	2.3	3	-12	11	13	-3	0
Nc1nc(SCC(=O)Nc2ccc(S(N)(=O)=O)cc2)n[nH]1	1.8	-2	-0.3	2	2	1	40	4	2
FC(F)(F)c1cc(C(F)(F)F)c2ccc(Oc3ccccc3)nc2n1	0.1	-5	-3.1	2	-3	8	46	9	-2
COc1ccc(S(=O)(=O)N2CCN(Cc3ccc4c(c3)OCO4)CC2)c2ccccc12	0.6	3	1.0	11	-2	9	19	25	-1
COc1ccc(C(=O)OC2CCN(c3ncc(C(F)(F)F)cc3Cl)CC2)cc1	-0.3	1	-3.3	4	6	4	22	10	5
COc1ccc(OCCC(=O)OCC(=O)Nc2cccc(S(=O)(=O)N3CCOCC3)c2)cc1	2.2	-4	0.9	2	0	3	0	20	-1
Clc1ccc(-n2nnc(-c3cccnc3Cl)n2)cc1Cl	-0.5	2	-1.5	13	-1	8	20	21	0
COc1ccc(NC(=O)C(NC(=O)CC2NC(=O)NC2=O)c2ccccc2)cc1 (stereo not given)	0.2	-5	1.8	-1	-1	1	-14	-9	4
COc1cc(NC(=O)CN2CCC(C(N)=O)(N3CCCCC3)CC2)c(OC)cc1Cl	0.4	-6	2.3	-8	-2	8	0	9	0
O=C(NCc1ccccc1)C(=O)Nc1cccc(C(=O)O)c1	1.2	8	2.0	4	-3	6	52	4	-3
Cc1c(OCC(F)(F)F)ccnc1CS(=O)c1nc2ccccc2[nH]1 (stereo not given)	5.2	6	-0.6	8	-2	16&10&9	13&2&4	-2&12	0&-2
COc1nc(N)c(S(=O)(=O)c2ccccc2C)cc1C#N	-0.1	3	-3.4	13	4	7	3	0	7
C/C(=N\NC(=O)CN1CCN(Cc2ccc(C)cc2)CC1)c1ccncc1	0.0	1	2.8	6	-8	9	-8	15	6
O=C(Cn1cc([N+](=O)[O-])cn1)Nc1ccccn1	0.1	4	-0.9	18	-2	6	1	2	0
N#CC1=C(N)C(C#N)(C#N)[C@H](c2cccnc2)[C@H]2CN(C(=O)OCc3ccccc3)CC=C12	.	8	-7.6	14	0	6	45	21	3
CCN1CCN(C(=O)Nc2ccccc2OC)CC1	-0.4	4	-1.4	11	5	7	5	-1	0
COc1cc(C(=O)Nc2nccs2)ccc1OCc1c(C)noc1C	65	-7	21	-24	-5	5	13	7	4
Cc1cc(C)c(C)c(C(=O)CSc2nnc(C)c(=O)[nH]2)c1C	1.0	3	-3.1	-5	-6	13	4	27	1
COCCCNC(=O)Cn1c(=O)n(CCCCCC(=O)NCc2ccc3c(c2)OCO3)c(=O)c2sccc21	-1.8	0	0.4	17	-4	6	-2	8	0
COCC(C)n1c(COc2ccccc2F)nnc1SCc1c(C)noc1C (stereo not given)	-0.1	-1	1.0	6	2	20	6	-29	-3
O=S(NCc1ccccc1)C12CC3CC(CC(C3)C1)C2 (stereo not given)	0.8	-1	1.3	7	3	15	21	19	-1
COc1ccc(-n2c(CCC(=O)O)ccc2-c2ccccc2)cc1	-0.7	9	-0.2	13	21	2	-4	2	0
O=C(NCc1cccnc1)c1ccc(COc2ccccc2Cl)o1	-0.3	-2	-0.3	4	-6	12	34	.	4
COc1ccc(O)c(C(=O)c2cnc3nc4ccccc4n3c2)c1	2.0	11	-3.3	10	-22	5	18	9	-1
O=C(O)/C=C/C(=O)Nc1ccc(OC(F)(F)F)cc1	0.8	-7	0.2	3	-14	6	2	-11	4
COc1ccc(C(CNC(=O)C2CC(=O)N(Cc3ccc(C)cc3)C2)N(C)C)cc1 (stereo not given)	-0.5	1	0.6	6	0	4	31	13	-2
CCN1CCCc2cc(CN(CCN3CCOCC3)C(=S)Nc3ccc(OC)cc3)ccc21	2.2	10	2.5	7	2	5	-18	16	0
Cc1nn(C)c(C)c1CN(C(=O)CCc1nnc(Cc2c[nH]c3ccccc23)o1)C(C)C	0.3	-2	0.6	5	2	13	18	12	-1
COc1ccc(C(=O)CC2OC(=O)c3ccccc32)cc1OC (stereo not given)	-1.1	-7	-7.1	8	-36	11	27	10	-2
COc1cc(NC(=O)CN2CCC(C)CC2)c(C)cc1[N+](=O)[O-]	-0.2	-9	-1.4	-4	-8	3	12	15	-1
CS(=O)(=O)N1N=C(c2ccco2)CC1c1ccccc1Cl (stereo not given)	0.9	-4	1.6	2	1	10	12	9	0
COc1cccc(-c2nn(C)c3sc(C(=O)NCc4ccco4)cc23)c1	0.6	4	0.2	14	-6	12	29	43	2
COc1ccccc1N1CCN(C(CNS(=O)(=O)c2cc(F)ccc2F)c2cccnc2)CC1 (stereo not given)	.	6	2.0	9	-4	6	14	25	-3
Cc1cc(OCc2ccc(F)cc2)nc(-c2ccccc2O)n1	0.3	6	0.2	14	2	8	-4	22	-1
COc1ccc(CNCCc2ccc(Cl)cc2)cc1OCc1ccccc1	-0.3	-7	1.0	2	12	8	50	20	0
COc1ccc(OC)c(C2N(c3ccc(Cl)cc3)C(=O)C3CCCN32)c1 (stereo not given)	-0.4	3	0.0	12	-10	11	13	15	-2
COC(=O)c1ccc(C(=O)N2CCCC(CNC(=O)c3ccccc3Cl)C2)cc1 (stereo not given)	4.4	0	-0.1	7	-9	14	-8	14	4
CC(=O)[C@H]1CC[C@H]2[C@@H]3CCC4=CC(=O)CC[C@]4(C)[C@H]3[C@H](O)C[C@]12C	1.2	2	-2.6	14	-3	11	33	20	-4
COc1ccccc1OCC(=O)NCCC1=CCCCC1	0.1	6	1.9	8	34	10	3	16	0
C/C(=N\OCc1ccccc1)c1c(O)cc(C(C)C)n(-c2ccccc2)c1=O	0.0	6	0.6	13	7	3	-15	27	3
O=C(N[C@H](C(=O)O)c1ccccc1)C1CCC(Cn2cnc3ccccc3c2=O)CC1 (stereo not given in full)	0.5	-3	0.9	4	-6	6	-12	0	5
COc1ccc(CNc2nc3nc(C)c(Cl)c(=O)n3[nH]2)cc1OC	1.6	3	1.8	6	-3	1	-23	8	-2
COCCNC(=O)NC(=O)CN1CCN(C(c2ccccc2)c2ccccc2)CC1	-0.5	1	-0.8	5	-4	9	11	21	-1
O=C(C1CCCCC1)N1CCN(S(=O)(=O)c2ccc(Cl)cc2)CC1	-0.3	9	-11	22	2	9	16	-11	1
CC(C)c1ccc(-n2cccc2/C=C2/C(=N)N3C=CSC3=NC2=O)cc1	6.5	9	1.6	12	10	25	27	0	-4
CCCOc1ccc(N2CC(C(=O)Nc3ccccn3)CC2=O)cc1 (stereo not given)	0.7	5	-2.6	18	4	12	-10	19	-2
O=C(Nc1ccc(Cl)c(C(F)(F)F)c1)C(=O)N1CCCCC1	6.3	4	2.9	7	6	2	0	16	5

Reprinted at random: 6 entries already listed, in no set order.
Compound	zVAD death inh	FXIa inh	TNF necrop inh	FXIIa inh	Tb hexokinase	EP2 antag	CHOP inh	PPC-1+TRAIL kill	Wee1 degr inh
O=C(N[C@H](C(=O)O)c1ccccc1)C1CCC(Cn2cnc3ccccc3c2=O)CC1 (stereo not given in full)	0.5	-3	0.9	4	-6	6	-12	0	5
O=C(NCc1cccnc1)c1ccc(COc2ccccc2Cl)o1	-0.3	-2	-0.3	4	-6	12	34	.	4
COc1ccc(OC)c(C2N(c3ccc(Cl)cc3)C(=O)C3CCCN32)c1 (stereo not given)	-0.4	3	0.0	12	-10	11	13	15	-2
COc1ccc(O)c(C(=O)c2cnc3nc4ccccc4n3c2)c1	2.0	11	-3.3	10	-22	5	18	9	-1
Cc1cc(OCc2ccc(F)cc2)nc(-c2ccccc2O)n1	0.3	6	0.2	14	2	8	-4	22	-1
Cc1nn(C)c(C)c1CN(C(=O)CCc1nnc(Cc2c[nH]c3ccccc23)o1)C(C)C	0.3	-2	0.6	5	2	13	18	12	-1

A second format for part of the listing above.
Below each compound – zVAD death inh, FXIa inh, TNF necrop inh, FXIIa inh, Tb hexokinase, EP2 antag, CHOP inh, PPC-1+TRAIL kill, Wee1 degr inh
- O=C(C1CCCCC1)N1CCN(S(=O)(=O)c2ccc(Cl)cc2)CC1
  -0.3, 9, -11, 22, 2, 9, 16, -11, 1
- CC(C)c1ccc(-n2cccc2/C=C2/C(=N)N3C=CSC3=NC2=O)cc1
  6.5, 9, 1.6, 12, 10, 25, 27, 0, -4
- CCCOc1ccc(N2CC(C(=O)Nc3ccccn3)CC2=O)cc1 (stereo not given)
  0.7, 5, -2.6, 18, 4, 12, -10, 19, -2
